# yeast bub3 = NCI yeast anticancer drug screen, S. cerevisiae bub3 mutant strain; growth inhibition, % at 50 µM; 78,000 tested, 9.9% active; AID 167, 2004;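 further: 0% = growth of vehicle-only cultures of the same strain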
#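 Part of a panel of yeast mutants defective in DNA damage repair or cell cycle regulation. Each strain is grown with compound, and inhibition is calculated relative to solvent-treated cultures.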
# yeast sgs1 mgt1 = NCI yeast anticancer drug screen, S. cerevisiae sgs1 mgt1 strain; % growth inhibition at 50 µM; 78,000 tested, 10% active;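 further: 0% = growth of vehicle-only cultures of the same strain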
#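 Compounds are added to genetically altered yeast, and growth is compared with cultures given vehicle alone to give percent inhibition.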
# cln2 rad14 = NCI yeast anticancer drug screen, S. cerevisiae cln2 rad14 strain; growth inhibition, % at 50 µM; 78,000 tested, 8.3% active;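 further: 0% = growth of vehicle-only cultures of the same strain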
#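 Compounds are applied to the cln2 rad14 yeast strain, and growth is then compared with that of vehicle-treated cultures to give inhibition.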
# yeast rad50 = NCI yeast anticancer drug screen, S. cerevisiae rad50 strain. 79,000 tested, 10% active. growth inhibition, % at 50 µM;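 further: 0% = growth of vehicle-only cultures of the same strain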
#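 Cells are treated with compound, grown, and their growth is then scored against vehicle-only cultures of the same repair-deficient yeast strain.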
# yeast mlh1 rad18 = NCI yeast anticancer drug screen, S. cerevisiae mlh1 rad18 strain; growth inhibition, % at 50 µM; 79,000 tested, 11% active;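 further: 0% = growth of vehicle-only cultures of the same strain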
#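 Cells of a genetically altered yeast strain, deficient in DNA damage repair, were treated with compound. Their growth was then compared with that of vehicle-treated cultures to give inhibition.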
# mec2-1 = NCI yeast anticancer drug screen, S. cerevisiae mec2-1 strain; growth inhibition, % at 50 µM; 79,000 tested, 9% active; AID 157, 2004;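 further: 0% = growth of vehicle-only cultures of the same strain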
#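 Vehicle-treated cultures served as reference for growth inhibition of compound-exposed mec2-1 yeast.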
# * = called active by the depositor; & = joins results of further samples. No stated cut-off is given here; in the data, active means growth inhibition above about 70%; inactive means the rest.
# The line under a structure holds: yeast bub3	yeast sgs1 mgt1	cln2 rad14	yeast rad50	yeast mlh1 rad18	mec2-1
> C=[N+](CNC(=O)CNC(=O)C(Cc1ccc([N+](=O)[O-])cc1)NC(=O)OC(C)(C)C)C(=O)CNC(=O)C(Cc1ccc([N+](=O)[O-])cc1)NC(=O)OC(C)(C)C (stereo not drawn)
    -12	-29	3	-23	-19	-28
> CN(N(P(c1ccccc1)c1ccccc1)P(c1ccccc1)c1ccccc1)P(c1ccccc1)c1ccccc1
    76*	88*	64	89*	93*	82*
> CC(=O)N(C(C)=O)C1=C(c2ccccc2)C(=O)c2ccccc21
    -3	14	-1	13	40	22
> NC(=O)c1ncccc1C(=O)O
    -14	-19	2	-9	-12	-10
> O=C(Nc1ccc(Cl)cc1)Nc1nnc2nc(C(C(=O)c3ccc(Cl)cc3Cl)c3nc4nnc(NC(=O)Nc5ccc(Cl)cc5)n4[nH]c3=O)c(=O)[nH]n12
    8	21	6	32	43	40
> c1ccc(CC(Cc2ccccc2)c2cccnc2)cc1
    99*	99*	98*	99*	98*	98*
> CN(CC(=O)NC(Cc1c[nH]c2ccccc12)C(=O)O)C(=O)OCc1ccccc1 (stereo not drawn)
    2	-5	-5	16	6	2
> Cc1c(C(=N)N)oc2ccccc12
    -4	0	-32	6	4	0
> O=S(=O)(Cl)c1c(F)c(F)c(F)c(F)c1F
    0	-20	24	-31	-21	-41
> CCCC(C)C1CCC(=O)CC1 (stereo not drawn)
    2	1	-4	6	0	0
> CCOc1nc(N)nc(C)c1N=Nc1ccc(Cl)cc1
    97*	92*	75*	95*	90*	68
> CCOC(=O)Cc1nc(Nc2ccc(F)c(Cl)c2)c2c3c(sc2n1)CCCC3
    13	-2	2	-11	-6	-4
> CCOC(=O)CN1C(=O)NC2(CCc3ccccc3C2)C1=O (stereo not drawn)
    -2	5	-14	-8	-24	9
> CC1(C)OC(=O)c2c(cc(N3CCOCC3)oc2=O)O1
    11	1	10	3	-1	-3
> O=C(Oc1ccccc1)c1c(Cl)c(Cl)c(C(=O)Oc2ccccc2)c(Cl)c1Cl
    -3	-20	-24	-36	-23	-30
> O=C1C2=C(Nc3ccccc3N2)OC1c1ccc2c(c1)OCO2 (stereo not drawn)
    -29	-20	-8	4	0	-10
> CNC(=O)NS(=O)(=O)c1cccc([N+](=O)[O-])c1
    -22	-8	2	0	-17	5
> O=C(O)c1ccc(S(=O)(=O)O)cc1C(=O)O
    -6&2	3&-1	-7&-8	-23&-5	-25&13	-24&-6
> CSc1ncc(C#N)c2nc(-c3ccccc3)nn12
    12	3	8	6	18	14
> O=S1(=O)C=C(Br)CO1
    -21	-2	-17	-5	-16	2

# Profiles, quoted from the list:
# NC(=O)c1ncccc1C(=O)O across the screens: yeast bub3: -14; yeast sgs1 mgt1: -19; cln2 rad14: 2; yeast rad50: -9; yeast mlh1 rad18: -12; mec2-1: -10
# CCCC(C)C1CCC(=O)CC1 (stereo not drawn) across the screens: yeast bub3: 2; yeast sgs1 mgt1: 1; cln2 rad14: -4; yeast rad50: 6; yeast mlh1 rad18: 0; mec2-1: 0

# The list continues.
# The line under a structure holds: yeast bub3	yeast sgs1 mgt1	cln2 rad14	yeast rad50	yeast mlh1 rad18	mec2-1
> COC(=O)c1cc(C(=O)c2ccccc2)cc2c1c(=O)[nH]c1ccccc12
    -24	-16	-6	-1	7	-8
> COc1cccc(/C=C2/C(=O)N(c3ccc([N+](=O)[O-])cc3)N=C2C)c1
    14	38	12	35	44	5
> Cc1ccc(NC(Nc2ccc(C)cc2C)=C(/C=C(\Cl)[N+](=O)[O-])[N+](=O)[O-])c(C)c1
    96*	95*	93*	97*	96*	96*
> CC1(C)COC2(CCCCC2)OC1
    -2	-11	-30	13	9	4
> Cc1ccc(S(=O)(=O)Nc2ccccc2C(=O)c2ccc(C)c(C)c2)cc1
    -41	-10	-41	4	24	-7
> NC(CCC1SCCS1)C(=O)O (stereo not drawn)
    -4	-1	-9	-15	-12	-11
> CCN(CC)CCO/N=C(\c1ccccc1)c1ccccn1
    11	17	-78	5	1	-6
> Cc1cc2c(C(C)C)c(O)c(O)c(C=Nc3ccccc3)c2c(O)c1-c1c(C)cc2c(C(C)C)c(O)c(O)c(C=Nc3ccccc3)c2c1O
    -2	50	-23	1	53	34
> Cc1ccc(S(=O)(=O)N2CCC(N)=N2)cc1
    0	-4	-18	5	-5	-7
> O=C1c2ccccc2C(=O)N1CCc1c[nH]c2ccccc12
    10	9	-6	-3	-4	7
> O=C1CSC(c2ccc([N+](=O)[O-])cc2)N1c1ccc(-c2ccc(-n3c(-c4ccccc4)nc4ccccc4c3=O)cc2)cc1 (stereo not drawn)
    95*	94*	72*	85*	95*	84*
> O=NNc1nc(-c2ccccn2)nc2ccccc12
    20	98*	41	96*	98*	98*
> CC(=O)NC(CCCNCc1ccccc1)C(=O)NCc1ccccc1 (stereo not drawn)
    -11	-17	10	14	-24	-9
> CCOP(=O)(OCC)C(C)(CC)NC(=O)C(C(F)(F)F)C(F)(F)F (stereo not drawn)
    -8&-5	-3&-9	-2&6	2&-5	-17&9	4&-15
> O=c1[nH][nH]c2c(Cl)cccc12
    -10	-1	-14	-2	13	-7
> CCC(O)CNCc1ccnc2ccc(OC)cc12 (stereo not drawn)
    -4	0	-45	3	-12	3
> O=[N+]([O-])c1ccccc1NC1CCN(Cc2ccccc2)CC1
    33	37	26	21	21	22
> O=C(O)C#Cc1ccccc1
    -23	-2	3	26	0	-28
> C[N+](C)(C)CCCCCC[N+](C)(C)C
    -32	-23	-14	-32	-30	-16
> O=C(Nc1ccccc1)c1ccc2ccccc2n1
    11	-22	-10	-13	7	-31
> COc1cc(NC(=O)C2=C(C)NC(C)=C(C(=O)Nc3cc(OC)c(Cl)cc3OC)C2c2cccc([N+](=O)[O-])c2)c(OC)cc1Cl
    96*	97*	96*	97*	97*	76*
> O=C(O)C1C2C=CC(O2)C1C(=O)Nc1ccccc1 (stereo not drawn)
    -19	8	-2	14	8	4
> O=C1NC(CN2CCCCC2)C(=O)NC1CN1CCCCC1 (stereo not drawn)
    -20	9	-9	-1	0	-13
> COc1ccc(CCNC(=S)NCCc2ccc(OC)c(OC)c2)cc1OC
    35	2	20	-17	-1	-17
> C=CCOc1cc2c(cc1C(C)c1cc(OC)c(OC)c(OC)c1)OCO2 (stereo not drawn)
    12	1	6	8	27	9
> O=C(O)CCC(=O)C(=O)O
    5	8	-12	-6	-8	-11
> CCCCn1c(=O)cc(C(=O)O)[nH]c1=O
    -6	-6	-48	14	4	-5
> CCOC(=O)CON
    -12	-7	-51	-7	-6	2
> CNC1C(CO)OC(n2cnc3c(=O)[nH]cnc32)C1O (stereo not drawn)
    -9	-11	-9	12	14	-6
> CC(=O)Nc1ccc(C2C(C(=O)Nc3ccccc3C)=C(C)NC(C)=C2C(=O)Nc2ccccc2C)cc1
    8	5	7	19	-10	0
> COc1ccc2c3c1O[C@H](c1ccc(O)cc1)[C@H]3[N+](C)(C)CC2
    -1	-10	6	6	-92	-11
> COc1cc(C=C2C(=O)OC(C)(C)OC2=O)cc(OC)c1OC
    -22	-11	24	3	9	-22
> FCCN(CCF)Cc1ccc2c(c1)OCO2
    -3	2	-63	-5	-7	-12
> CC(C)(C#N)CCCC(C)(C)C#N
    4	-9	-1	10	-21	-8
> C1CC2CC1CC2C1CO1 (stereo not drawn)
    0	5	1	3	5	-6
> C=CCSc1nc2ccc(NCn3c(=S)sc4cc([N+](=O)[O-])ccc43)cc2s1
    3	31	14	13	32	14
> O=C1CNC(=O)c2cc(Cl)ccc2N1
    40	9	14	-9	-2	-26
> S=C1CSc2c(cnc3ccccc23)N1
    18	7	19	-4	7	-6
> CCCCC(CC)C(O)P(=O)(O)O (stereo not drawn)
    3	-10	-14	-9	0	-15
> S=C(Nc1ccccc1)SCc1ccc(Cl)cc1
    86*	85*	38	91*	86*	67
> CC1CC[C@]2(C(=O)O)CCC3(C)C(=CCC4[C@@]5(C)CC[C@H](OS(=O)(=O)c6ccccc6)C(C)(C)C5CC[C@]43C)[C@@H]2[C@H]1C (stereo partly drawn)
    15	3	32	14	0	-1
> c1cncc(C2c3[nH]c4ccccc4c3CCN2CCCN2CCCCC2)c1 (stereo not drawn)
    -10	2	11	-5	0	-37
> CCCCCCCC/C=C\CCCCCCCC(=O)NCCCOCCOCCOCC
    -6	30	14	42	9	24
> O=[N+]([O-])c1ccc(/C=C/c2csnn2)cc1
    2	-14	22	-17	-25	-32
> CCOC(=O)C1(C#N)C(C#N)(C#N)C1(CC)CC (stereo not drawn)
    -6	-2	10	-11	-21	20
> O=S=C1SC2CCCCC2S1 (stereo not drawn)
    -9	-5	-9	3	8	4
> NNc1ncccn1
    -10	31	-3	6	-1	-1
> COc1cc(C2c3cc4c(c(OC(=O)c5ccncc5)c3CC3COC(=O)C32)OCO4)cc(OC)c1OC (stereo not drawn)
    6	36	16	1	0	-12
> COc1ccc(C2SCC(=O)N2NC(=O)c2ccc(NC(C)=O)cc2)c(OC)c1 (stereo not drawn)
    -22	-23	12	-28	-12	-8
> CC(=O)Nc1ccc(CN2CCCCC2)cc1
    -19	-17	-3	-23	-11	-23

# Five compounds from above, arranged by length of the SMILES, largest number first.
# The line under a structure holds: yeast bub3	yeast sgs1 mgt1	cln2 rad14	yeast rad50	yeast mlh1 rad18	mec2-1
> CC1CC[C@]2(C(=O)O)CCC3(C)C(=CCC4[C@@]5(C)CC[C@H](OS(=O)(=O)c6ccccc6)C(C)(C)C5CC[C@]43C)[C@@H]2[C@H]1C (stereo partly drawn)
    15	3	32	14	0	-1
> c1cncc(C2c3[nH]c4ccccc4c3CCN2CCCN2CCCCC2)c1 (stereo not drawn)
    -10	2	11	-5	0	-37
> CCCCCCCC/C=C\CCCCCCCC(=O)NCCCOCCOCCOCC
    -6	30	14	42	9	24
> CCOC(=O)C1(C#N)C(C#N)(C#N)C1(CC)CC (stereo not drawn)
    -6	-2	10	-11	-21	20
> CC(=O)Nc1ccc(CN2CCCCC2)cc1
    -19	-17	-3	-23	-11	-23

# Later entries:
# The line under a structure holds: yeast bub3	yeast sgs1 mgt1	cln2 rad14	yeast rad50	yeast mlh1 rad18	mec2-1
> OCCN(CCO)c1ccc(O)cc1
    -4	-17	14	-7	-12	2
> CCOP1(=O)OCC2OC(n3cnc4c(N)ncnc43)C(O)C2O1 (stereo not drawn)
    -37	-34	-95	-18	-5	-17
> C/C=C/C=C/C=N\O
    -1	-7	-3	17	7	3
> c1ccc(Sc2ccccc2)cc1
    -8	-8	-64	-5	1	10
> Nc1cccc2c1C(=O)c1c(NC(=O)c3ccccc3)cccc1C2=O
    -4	8	-20	-2	0	-2
> OC(COc1ccc(Cl)cc1)COc1ccc(Cl)cc1
    99*	99*	99*	98*	99*	99*
> CCSC(=Nc1nc2ccc(NC(C)=O)cc2s1)SCC
    96*	98*	97*	97*	97*	98*
> ClC(Cl)(Cl)C(c1ccccc1)c1ccccc1
    16	71*	-17	77*	74*	38
> CC(=O)O[C@H]1[C@@H]2[C@@H]3[C@@H](C[C@H]1C)[C@@H](C)CO[C@@]1(C)CC/C=C(/C)C[C@@H]2O[C@@H]31
    -13	0	-19	-4	-9	-2
> C=CCCCCCCCCC(N)=O
    13	4	-2	-13	-15	-8
> CC12CC(=O)C3C(CCC4=CC(=O)CCC43C)C1CC=C2CC(=O)O (stereo not drawn)
    -5	-23	-4	-5	-11	1
> Cc1ccc(N(C(=O)CC(=O)NN)C(=O)c2ccccc2Cl)cc1
    4	-8	27	-12	-6	-14
> CSC(=Nc1ccc(Cl)cc1)N1CC=Cc2ccccc21
    82*	43	43	-2	12	6
> Cc1ccccc1N1CCOS(=O)OC(C)C1 (stereo not drawn)
    55	65	40	-4	57	24
> CCc1ccc(O)c(OC)c1
    -44	-34	9	-47	-2	-39
> COc1cc(-c2cc(OC)c(O)c(OC)c2)cc(OC)c1O
    -19	-10	-15	-39	-17	-28
> CC1C2CC(C/C2=N/O)C1(C)C (stereo not drawn)
    11	37	29	20	22	19
> Cc1c(Cl)ccc2c1NC(=O)C2(O)CC(=O)c1ccc(Cl)cc1Cl (stereo not drawn)
    11	0	-14	34	23	19
> Cc1ccc(C)n1-c1ccsc1C(=O)NNC(=O)C(Cl)=C(Cl)Cl
    34	46	46	27	36	33
> CCOC(=O)/C(=C\c1cc(OC)ccc1OC)P(=O)(OCC)OCC
    8	18	22	39	17	26
> CC(=O)OCCOC(=O)Nc1ccccc1
    -3	-14	-22	0	-5	-14
> Nc1c2ccccc2nc2nccnc12
    -3	6	17	4	30	3
> C=CCC(Cc1ccccc1)C(N)=O (stereo not drawn)
    -22	-14	11	-21	14	-52
> N#Cc1c2c(c(N3CCCCC3)n3c1nc1ccccc13)CCC2
    20	27	8	19	20	14
> CC1(C)C/C(=N/O)c2c(nc3ccc4ccccc4c3c2-c2ccc(Cl)cc2)C1
    -6	-13	24	30	-41	11
> Cc1ccc2ccc3ccc(C)nc3c2n1
    97*	96*	94*	95*	96*	96*
> CCOC(=O)n1cccc(C)c1=N
    -9	19	-17	-10	27	14
> CC(=O)Oc1c[nH]c(=O)[nH]c1=O
    15	10	-4	6	-15	-13
